ALOX12 inhib: qHTS Assay for Inhibitors of 12-hLO (12-human lipoxygenase); actives 0.12% (n = 150,000); AID 1452, 2008; Potency, µM (titrated, usually from 57.1 µM), without a hit: at the top dose activity change, negative = inhibition, actives largely listed as inhibitors; Polyunsaturated fatty acid lipoxygenase ALOX12 (Homo sapiens), P18054; purified 12-hLO, xylenol orange hydroperoxide absorbance; active means well fitted inhibition curve with a large enough effect; inconclusive means small, poorly fitted or top-dose-only effect; further: nearly all actives have a fitted effect of over 55% in size; many of its hits are not listed in these tables
Target sequence (P18054 whole entry, looked up): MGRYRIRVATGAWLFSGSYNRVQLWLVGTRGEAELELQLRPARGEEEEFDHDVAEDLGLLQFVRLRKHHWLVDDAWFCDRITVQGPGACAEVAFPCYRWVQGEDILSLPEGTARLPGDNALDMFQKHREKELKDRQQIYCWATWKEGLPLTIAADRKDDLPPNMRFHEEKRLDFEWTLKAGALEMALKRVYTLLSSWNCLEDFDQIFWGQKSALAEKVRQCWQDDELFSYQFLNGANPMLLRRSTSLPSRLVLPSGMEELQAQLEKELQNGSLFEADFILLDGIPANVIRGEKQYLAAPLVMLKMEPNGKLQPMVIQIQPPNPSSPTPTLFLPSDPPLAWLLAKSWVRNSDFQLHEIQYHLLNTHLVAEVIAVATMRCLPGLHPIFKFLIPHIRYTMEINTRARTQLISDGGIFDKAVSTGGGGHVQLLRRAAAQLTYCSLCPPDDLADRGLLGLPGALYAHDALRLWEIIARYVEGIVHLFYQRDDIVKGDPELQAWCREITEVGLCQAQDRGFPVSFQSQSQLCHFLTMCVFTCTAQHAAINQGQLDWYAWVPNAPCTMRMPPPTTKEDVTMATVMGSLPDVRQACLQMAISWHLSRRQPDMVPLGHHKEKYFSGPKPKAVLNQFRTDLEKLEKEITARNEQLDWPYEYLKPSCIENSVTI
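150 nM 12hLO, 25 mM Hepes pH 7.0 + 0.01% Triton X-100; cpd preinc 15 min RT; 40 uM arachidonic acid, 30 min RT; Fe-XO 30 min; A573/A405 ratio as read-out.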
The depositor's hits bear a star; u = inconclusive; [ ] = another dose, or the depositor's remark. On the % scale 0 is the no-effect control and ±100 the full control effect; potency means the concentration at half of the fitted maximal effect. Some of the compounds tested. The share of hits here may be higher or lower than overall.

A first look:
Structure,ALOX12 inhib
CCCCC1=CC2=CC(=O)C(C)(OC(=O)CC)C(=O)C2=CN1Cc1ccc(OC)cc1 (centres undefined),-5%[11.4 µM]
CCCCCCCCCCCCCC(=O)N[C@@H](C)[C@H](O)c1ccccc1,27%
CC1(OC(=O)C2CCCC2)C(=O)C=C2C=C3CCCCN3C=C2C1=O (centres undefined),1%[11.4 µM]
CCCCC/C=C\C/C=C\C/C=C\C=C\C(O)CCCC(=O)O (centres undefined),-3%

Results (from the top)
Structure,ALOX12 inhib
CCCCC1=CC2=CC(=O)C(C)(OC(=O)CC)C(=O)C2=CN1Cc1ccc(OC)cc1 (centres undefined),-5%[11.4 µM]
CCCCCCCCCCCCCC(=O)N[C@@H](C)[C@H](O)c1ccccc1,27%
CC1(OC(=O)C2CCCC2)C(=O)C=C2C=C3CCCCN3C=C2C1=O (centres undefined),1%[11.4 µM]
CCCCC/C=C\C/C=C\C/C=C\C=C\C(O)CCCC(=O)O (centres undefined),-3%
CCCCC/C=C\C/C=C\C/C=C\C/C=C\CCCCCC(=O)NCCCC(=O)O,3%
CCN(CC)CCCN1C=C2C(=O)C(C)(OC(=O)c3cccs3)C(=O)C=C2C=C1CCCC(=O)OC (centres undefined),0%[11.4 µM]
C[C@H]1Cc2c(-c3ccccc3)nc3c(c2CO1)CN(C(=O)NCCc1c[nH]c2ccccc12)CC3,4%[11.4 µM]
C#CCCOC(=O)N1C2=NC(C(=O)OC)=C(C(=O)OC)[C@@H]3N(Cc4ccccc4)c4ccccc4[C@]23C[C@H]1C(=O)OC,0%[11.4 µM]
COc1cc(/C=N/NC(=O)c2cc(-c3ccccc3)n[nH]2)ccc1O,-4%
COC(=O)N[C@H](c1ccccc1)C(C(C)=O)C(=O)OC (some centres undefined),0%
COC(=O)CCC(=O)OC1(C)C(=O)C=C2C=C(C3CC3)N(c3ccc(OC)cc3)C=C2C1=O (centres undefined),-1%[11.4 µM]
CC(C)C[C@@H](CC(=O)N[C@@H](CCC(=O)O)CC(=O)O)NC(=O)[C@@H]1CNCC[C@H]1NC(=O)C[C@@H](NC(=O)C[C@H](Cc1ccccc1)NC(=O)[C@@H]1CNCC[C@H]1N)C(C)C,-1%
C=C(C)C(O)/C=C/c1ccc(Br)cc1 (centres undefined),1%
COCCN1C(=O)N[C@@H](c2ccccc2)[C@@H](C(=O)OC)[C@H]1C,2%[11.4 µM]
CC12C=C(/C=C/CCc3ccco3)C(C)(C1)[C@H](CCc1ccco1)CC2=O (some centres undefined),1%
CC(C)(C)OC(=O)NCCCCC1=CC2=CC(=O)C(C)(OC(=O)c3ccco3)C(=O)C2=CO1 (centres undefined),-2%
COc1ccc2nc3c(nc2c1)C(=O)c1ccccc1-3,3%
COC(=O)CCCC1=CC2=CC(=O)C(C)(OC(=O)c3cccs3)C(=O)C2=CN1c1ccc(CO)cc1 (centres undefined),-2%[11.4 µM]
CC(C)Nc1oc(-c2ccccc2)nc1-c1cccc2ccccc12,0%
COC(=O)CCC(=O)OC1(C)C(=O)C=C2C=C(C3CC3)N(CC3CC3)C=C2C1=O (centres undefined),1%[11.4 µM]
CC(C)C[C@@H](CC(=O)N[C@H](CC(=O)N[C@@H]1CCCC[C@H]1C(=O)N[C@H](CC(=O)N[C@@H](CCC(=O)O)CC(=O)O)CC(C)C)C(C)C)NC(=O)[C@@H]1CCCC[C@H]1N,-1%
CCCCCCCCCCCCCCCC(N)=O,-3%
COC(=O)CCCC1=CC2=C(c3ccccc3)C(=O)C(C)(OC(=O)C3CCCC3)C(=O)C2=CN1c1ccc(OC)cc1 (centres undefined),-10%[11.4 µM]
CCCCCCCCCCOCCC(=O)O,1%
COC(=O)CCC(=O)OC1(C)C(=O)C2=CN(Cc3ccc(OC)cc3)C(c3ccc(OC)cc3)=CC2=C(Br)C1=O (centres undefined),-2%[11.4 µM]
COc1ccc(NC(=O)N2CCc3nc(COc4ccccc4)c4c(c3C2)CO[C@@H](C)C4)cc1,0%[11.4 µM]
CC1=C(C(=O)OC(C)C)C(c2cccs2)C2=C(CCCC2=O)N1 (centres undefined),-1%
COC(=O)C1=C(C(=O)OC)[C@@H]2N(C)c3ccccc3[C@@]23C[C@@H](C(=O)OC)N(S(=O)(=O)c2ccc4c(c2)OCCN4C)C3=N1,-1%[11.4 µM]
C=CCN1C=C2C(=O)C(C)(OC(=O)C3CCCC3)C(=O)C(c3ccccc3)=C2C=C1CCCC(=O)OC (centres undefined),3%[11.4 µM]
COc1ccc(/C=C/C2=C[C@]3(C)C[C@]2(C)[C@H](c2ccc(OC)cc2)CC3=O)cc1,4%
CC1(OC(=O)C2CCCC2)C(=O)C=C2C=C3CCCN3C=C2C1=O (centres undefined),1%[11.4 µM]
c1ccc(CNc2oc(-c3ccccc3)nc2-c2ccccc2)cc1,2%
CN(C)CCN(C)C(=O)c1ccc(-n2c(=O)c(=O)[nH]c3ccccc32)cc1,0%
CC1(O)C(=O)C=C2C=C(C3CC3)OC=C2C1=O (centres undefined),-1%
COC(=O)C1(C(=O)OC)CC2=C[C@H](CC2=O)Cc2ccccc2[C@@H]1C[N+](=O)[O-],3%
CCCCC/C=C\CC(O)/C=C/c1cccc(CC(O)CCCCO)n1 (centres undefined),1%
Cc1ccc(S(=O)(=O)Nc2ccccc2C(=O)O)c(C)c1,-1%
COC/C=C/C1=CC2=CC(=O)C(C)(OC(=O)c3cnc4ccccc4n3)C(=O)C2=CN1CCN1CCOCC1 (centres undefined),1%[11.4 µM]
CCCCCCCC/C=C\CCCCCCCC(=O)NCC(=O)O,4%
CC(C)(C)OC(=O)NCCCC1=CC2=CC(=O)C(C)(O)C(=O)C2=CO1 (centres undefined),-1%
CC1(OC(=O)c2ccco2)C(=O)C=C2C=C(c3ccsc3)OC=C2C1=O (centres undefined),-14%
O=C(c1ccc(Cc2nc3ccccc3[nH]2)cc1)N1CCOCC1,-2%
CN(C)CCNC(=O)c1ccc(Cc2nc3ccccc3[nH]2)cc1,1%
COC(=O)C1=C(C)N(Cc2ccccc2)C(=O)N[C@H]1CCc1ccccc1,-1%[11.4 µM]
CC(Oc1ccc(Br)cc1)C(=O)NCc1cccnc1 (centres undefined),1%
CCCCCCCCCCCCC/C=C/[C@@H](O)[C@H](CO)N(C)C,-1%
CCCCC/C=C\C/C=C\C/C=C\C=C\[C@@H](O)CCCC(=O)O,1%
COCCN1C(=O)N[C@@H](c2cccc(C(F)(F)F)c2)[C@H](C(C)=O)[C@H]1C,3%[11.4 µM]
CC(C)[C@@H](CC(=O)N[C@@H]1CCCC[C@H]1C(=O)N[C@H](CC(=O)N[C@@H](CCC(=O)O)CC(=O)O)Cc1c[nH]c2ccccc12)NC(=O)C[C@H](Cc1c[nH]c2ccccc12)NC(=O)[C@@H]1CCCC[C@H]1N,3%
CCCCC1=CC2=CC(=O)C(C)(OC(=O)CC)C(=O)C2=CN1C1CCCC1 (centres undefined),-2%[11.4 µM]
COC(=O)C1=C(C(=O)OC)[C@@H]2N(Cc3ccccc3)c3ccccc3[C@@]23C[C@@H](C(=O)OC)N(S(=O)(=O)c2ccc(Br)cc2)C3=N1,5%[11.4 µM]
C[C@H]1Cc2c(-c3ccccc3)nc3c(c2CO1)CN(S(=O)(=O)c1ccc2c(c1)OCCN2C)CC3,6%[11.4 µM]
C[C@H]1Cc2c(COc3ccccc3)nc3c(c2CO1)CN(C(=O)c1cc(I)ccc1F)CC3,1%[11.4 µM]
CC/C(=C(/c1ccccc1)c1ccc(OCCN(C)C)cc1)c1ccccc1,-1%[0.00818 µM]
CCN1C(=O)N[C@@H](c2ccc(Br)cc2)C(C(C)=O)=C1C,2%[11.4 µM]
COC(=O)CCCC1=CC2=C(c3ccccc3)C(=O)C(C)(OC(=O)C3CCCC3)C(=O)C2=CN1CCc1ccccn1 (centres undefined),4%[11.4 µM]
C=CCN1C=C2C(=O)C(C)(OC(=O)CCC(=O)OC)C(=O)C(Br)=C2C=C1c1ccc(OC)cc1 (centres undefined),-10%[11.4 µM]
CCCCC[C@H](O)/C=C/[C@H]1C(=O)C[C@H](O)[C@@H]1C/C=C\CCCC(=O)O,1%
CCCCCCCC1=Cc2ccccc2C(CC(C)=O)N1C(=O)OC (centres undefined),-3%[11.4 µM]
CCCCCCCC[C@@H](O)/C=C/C=C/C=C\[C@@H](O)CCCC(=O)O,-1%

Further compounds.
Structure,ALOX12 inhib
CCCCC/C=C\C/C=C\C/C=C\CCCCCCC(N)=O,4%
COC(=O)C1=C(C(=O)OC)[C@@H]2N(Cc3ccccc3)c3ccccc3[C@@]23C[C@@H](C(=O)OC)N(C(C)=O)C3=N1,1%[11.4 µM]
COC(=O)CCC(=O)OC1(C)C(=O)C=C2C=C(C3CC3)N(C(CO)CO)C=C2C1=O (centres undefined),-1%[11.4 µM]
NCCC[C@@H](CC(=O)N[C@@H]1CCCC[C@H]1C(=O)N[C@H](CC(=O)N[C@@H](CCC(=O)O)CC(=O)O)Cc1c[nH]c2ccccc12)NC(=O)C[C@H](CO)NC(=O)[C@@H]1CNCC[C@H]1N,2%
CCCCCCCC1=Cc2ccc(F)cc2C(C(C(=O)OC)C(=O)OC)N1C(=O)OC (centres undefined),1%[11.4 µM]
COC/C=C/C1=CC2=CC(=O)C(C)(OC(=O)c3cnc4ccccc4n3)C(=O)C2=CN1c1cccc(C#N)c1 (centres undefined),-6%[11.4 µM]
C=CC1=C2C=C(C3CC3)N(Cc3ccccc3)C=C2C(=O)C(C)(OC(=O)c2ccco2)C1=O (centres undefined),2%[11.4 µM]
Cc1ccccc1Nc1oc(-c2ccccc2)nc1-c1cccc2ccccc12,1%
C=CCNC(=O)N1CCc2nc(CCCC)c3c(c2C1)CO[C@@H](C)C3,-2%[11.4 µM]
CCCCC[C@H](O)/C=C/[C@H]1[C@H](O)CC(=O)[C@@H]1CCCCCCC(=O)O,3%
CCCCC1=CC2=C(c3ccco3)C(=O)C(C)(OC(=O)c3ccc(OC)cc3)C(=O)C2=CN1CCCN(CC)CC (centres undefined),-3%[11.4 µM]
CCCCC/C=C\C/C=C\C/C=C\C/C=C\CCCC(=O)O[C@H](COCCCCCCCCCCCCCCCC)COP(=O)([O-])OCC[N+](C)(C)C,-2%
CCCCC1=CC2=C(OC(C)=O)C(=O)C(C)(OC(=O)c3ccc(Cl)nc3)C(=O)C2=CO1 (centres undefined),-3%
CC/C=C\C/C=C\C/C=C\C/C=C\C/C=C\C/C=C\CCC(=O)NCCc1ccc(O)c(O)c1,u
CCN(CC)CCCN1C=C2C(=O)C(C)(OC(=O)C3CCCC3)C(=O)C(c3ccccc3)=C2C=C1CCCC(=O)OC (centres undefined),0%[11.4 µM]
CC#CCN1c2ccccc2[C@]23C[C@@H](C(=O)OC)N(S(=O)(=O)c4ccc(OC)cc4)C2=NC(C(=O)OC)=C(C(=O)OC)[C@H]13,0%[11.4 µM]
CC1(OC(=O)CCc2ccccc2)C(=O)C=C2C=C(C3CC3)OC=C2C1=O (centres undefined),-5%
CC1(OC(=O)CCc2ccccc2)C(=O)C=C2C=C(c3ccc(C#N)cc3)N(CCN3CCOCC3)C=C2C1=O (centres undefined),-2%[11.4 µM]
COC(=O)C1=C(C(=O)OC)[C@@H]2N(C)c3ccccc3[C@@]23C[C@@H](C(=O)OC)N=C3N1,-1%[11.4 µM]
CCCCc1cc2c(cn1)=C(OC(=O)c1cccs1)C(C)(OC(=O)CC)C(=O)C=2 (centres undefined),-6%[11.4 µM]
CC(C)C[C@@H](CC(=O)N[C@@H](CCC(=O)O)CC(=O)O)NC(=O)[C@@H]1CCCC[C@H]1NC(=O)C[C@@H](NC(=O)C[C@H](Cc1ccccc1)NC(=O)[C@@H]1CNCC[C@H]1N)C(C)C,-5%
O=C(O)CCC/C=C\C[C@@H]1[C@@H](/C=C/[C@@H](O)COc2cccc(C(F)(F)F)c2)[C@H](O)C[C@@H]1O,-5%
COC(=O)C1=C(C(=O)OC)[C@@H]2N(Cc3ccccc3)c3ccccc3[C@@]23C[C@@H](C(=O)OC)N=C3N1,3%[11.4 µM]
CCOC(=O)CN1C(=O)N[C@@H](CCc2ccccc2)C(C(=O)OC)=C1C,2%[11.4 µM]
CCCCC1=CC2=C(c3ccco3)C(=O)C(C)(OC(=O)c3ccc(OC)cc3)C(=O)C2=CN1CCOC (centres undefined),-1%[11.4 µM]
CCCCC1=CC2=CC(=O)C(C)(OC(=O)CC)C(=O)C2=CN1Cc1ccc2c(c1)OCO2 (centres undefined),2%[11.4 µM]
COC(=O)CCC(=O)OC1(C)C(=O)C2=CN(c3ccccc3)C(c3ccc(OC)cc3)=CC2=C(Br)C1=O (centres undefined),-12%[11.4 µM]
CC(C)C[C@@H](CC(=O)N[C@@H](CCCN)CC(=O)N[C@@H]1CCNC[C@H]1C(=O)N[C@H](CC(=O)N[C@@H](CCC(=O)O)CC(=O)O)Cc1ccccc1)NC(=O)[C@@H]1CCCC[C@H]1N,-1%
O=C(O)C1CC(=O)N(CCC23CC4CC(CC(C4)C2)C3)C(=Nc2ccccc2)S1 (centres undefined),-19%
CCN1C(=O)N[C@@H](c2ccccc2)[C@@H](C(=O)OC)[C@H]1C,3%[11.4 µM]
CCN1C(=O)N[C@@H](CCc2ccccc2)C(C(C)=O)=C1C,2%[11.4 µM]
Cc1cc(C)c(C)c(S(=O)(=O)Nc2ccccc2C(=O)O)c1C,6%
